# PV pol inh – poliovirus RdRp elongation inhibitors, primary screen, biochemical, fluorescence polarization, total intensity; Genome polyprotein (Poliovirus type 1 (strain Mahoney)), P03300; AID 588519, 2011; % elongation, % (compound at 16.7 µg/mL); poliovirus polymerase elongation; active compounds read low; 0.66% of 150,000 active; in the data active = % elongation below about 90%; also: some results filed as inactive read as strong as hits
# Target sequence (P03300 1749-2209 limits assumed): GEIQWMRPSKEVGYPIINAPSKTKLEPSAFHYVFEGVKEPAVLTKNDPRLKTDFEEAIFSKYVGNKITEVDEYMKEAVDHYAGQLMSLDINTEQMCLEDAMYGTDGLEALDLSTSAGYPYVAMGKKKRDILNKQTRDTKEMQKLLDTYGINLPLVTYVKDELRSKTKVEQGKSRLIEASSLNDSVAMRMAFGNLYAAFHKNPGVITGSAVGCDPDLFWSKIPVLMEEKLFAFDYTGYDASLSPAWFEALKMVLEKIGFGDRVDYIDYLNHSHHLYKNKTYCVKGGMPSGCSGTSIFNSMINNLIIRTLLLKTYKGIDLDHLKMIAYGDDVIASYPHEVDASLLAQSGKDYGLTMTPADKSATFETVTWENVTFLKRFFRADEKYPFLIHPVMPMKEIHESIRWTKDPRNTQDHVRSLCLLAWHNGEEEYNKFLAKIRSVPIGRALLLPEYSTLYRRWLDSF
# PV pol inh FP z-score – also measured in PV pol inh; calls as there; z-score; measured here: FP z-score; hits read low
# The depositor's hits bear a star.
no.	compound	PV pol inh	PV pol inh FP z-score
1	Cc1nc(-c2cccc(NC(=O)Nc3ccc([N+](=O)[O-])cc3)c2)no1	102	-1.2
2	CC(=O)c1ccc(N2CCN(S(=O)(=O)c3cc(-c4onc(C)c4C)ccc3C)CC2)cc1	111	0.8
3	CCCCC1C(=O)NC(=Nc2nc(C)c3ccc(OC)cc3n2)NC1=O (stereo unspecified)	102	-0.1
4	O=C(c1ccco1)N1CCCC(c2nc(-c3ccc(S(=O)(=O)NCc4ccccc4)cc3)no2)C1 (stereo unspecified)	101	-0.2
5	CCOc1ccc(NC(=O)CSc2oc(-c3ccco3)nc2S(=O)(=O)c2ccc(C)cc2)cc1	106	0.2
6	COCCCNC(=O)c1sc2nc(C)c(C(=O)Nc3ccc(C)cc3C)c(-c3ccc(Br)cc3)c2c1N	105	0
7	C=CCc1ccccc1OCc1cc(=O)n2nc(CC)sc2n1	99	-0.8
8	CCOC(=O)c1cc2ccccc2cc1O	101	0
9	CCOC(=O)c1cc2c(c(CSc3ccc(Cl)cc3)c1)OCOC2	103	-0.1
10	CC(C)(C)n1ncc2c(=O)n(CC(=O)OCc3ccccc3)cnc21	105	1.2
11	O=C1CSC(=O)N1c1ccccc1	99	-0.4
12	CC(=O)N1c2ccc(S(=O)(=O)N(C)CC(=O)Nc3cccc(C)c3)cc2CC1C (stereo unspecified)	100	-1
13	O=S(=O)(NCc1ccco1)c1ccc(S(=O)(=O)N2CCCCC2)cc1	100	-0.8
14	CCOc1ccc(NC(=O)Cn2c(C)ccc(C#N)c2=O)cc1	105	0.3
15	Cc1ccc(C2C(=O)N(C3CCCCCC3)CC(=O)N2CCC2=CCCCC2)cc1 (stereo unspecified)	107	-0.2
16	Cc1nc2c(c(=O)c3ccccc3n2C)c(=O)n1Cc1ccco1	103	0.3
17	CCN(c1ccccc1)S(=O)(=O)c1ccc(N(C)C2CCCCC2)nc1	104	0.2
18	Cc1ccc(N=CN(C)C=Nc2ccc(C)cc2C)c(C)c1	98	-0.1
19	CCC(=O)N1c2ccc(S(=O)(=O)CCC(=O)Nc3ccccc3OC)cc2CC1C (stereo unspecified)	104	1.2
20	Cc1cccc(NC(=O)C2CCC(CNS(=O)(=O)c3csc(C(N)=O)c3)CC2)c1C (stereo unspecified)	106	-0.2
21	C(=C\c1ccccc1)/CSc1nnc(COc2ccccc2)n1Cc1ccco1	102	0.3
22	CC(C)(C)OC(=O)N1CCC(c2c(C(=O)NCc3ccco3)cnn2-c2ccc(F)cc2F)CC1	108	0.3
23	N#CC1(NC(=O)COc2cccc(C(F)(F)F)c2)CCCCC1	100	-0.3
24	O=C(Nc1ccc(O)c(-c2nc3ccccc3o2)c1)c1ccc(Br)cc1	98	-0.7
25	COc1ccc(CCNc2ncccc2C#N)cc1OC	100	-0.1
26	CN(C)C(=O)c1cc(Cl)ccc1Cl	100	-0.3
27	COCCNC(=O)Cn1cnc2c(nc3n2CCCCC3)c1=O	101	-0.7
28	COc1ccc(-c2nnc(SCc3cccc(Cl)c3)o2)cc1	108	0.9
29	N#Cc1c(N2CCOCC2)nc(N2CCOCC2)c2c1CCN(Cc1ccccc1)C2	98	-1.4
30	O=C(COc1ccccc1)NCc1ccc2c(c1)CCN2C(=O)c1ccccc1	112	1.1
31	CC(=O)n1nc(-c2cccnc2)nc1N	106	1.1
32	COc1ccccc1N1CCN(C(=O)Cn2cnc3sc(C)c(S(=O)(=O)N4CCC(C)CC4)c3c2=O)CC1	105	0.2
33	CCCCc1ccc(NC(=O)CSc2nc3ccccc3nc2N2CCOCC2)cc1	106	0.3
34	CCN(CC)C(=O)C1=CC(c2ccco2)=NS(=O)(=O)N1C	102	0.5
35	COc1cccc(CN(Cc2ccco2)c2cnc(S(C)(=O)=O)nc2C(=O)Nc2cccc(Cl)c2C)c1	101	-1.3
36	Cc1sc2ncn(CC(=O)N3CCN(c4ccc(F)cc4)CC3)c(=O)c2c1S(=O)(=O)N1CCC(C)CC1	105	0.2
37	CCN(CC)CCn1c(=N)n(Cc2ccc(C(C)(C)C)cc2)c2ccccc21	99	-0.4
38	CCN(CC)C(=O)Cn1cc(/C=C(\C#N)C(=O)N2CCN(c3ccccc3)CC2)c2ccccc21	103	0.3
39	Cc1cccc(N2CCN(C(=O)Cn3nc(C)c4sc5ccccc5c4c3=O)CC2)c1C	106	-0.2
40	COc1ccc(NC(=O)C2CCN(c3cnccn3)CC2)cc1Cl	107	0.3
41	N#CCCSCc1ccc(C(=O)O)o1	99	-0.7
42	Cc1csc(SCC(=O)N2CCCC2)n1	100	-0.1
43	NNC(=S)Nc1ccccc1C(F)(F)F	103	0.2
44	O=C(COC(=O)COc1ccc(Cl)cc1)NC1CCCCC1	103	0.6
45	Cc1ccc(Cn2c(CO)cnc2SCC(=O)Nc2ccc3c(c2)OCO3)cc1	100	-0.3
46	Cc1ccc(N2C(=O)CS/C2=N\C(=O)Nc2ccccc2)c(C)c1	99	-0.5
47	CCOc1ccccc1NC(=O)CCS(=O)(=O)c1cccc2nsnc12	102	-0.8
48	Cc1nnc(C)n1N(C)C	103	0.7
49	Cc1ccc(CNC(=O)c2ccc(N3CC(C)Sc4ccccc43)s2)o1 (stereo unspecified)	101	0
50	CC(Sc1nnc2ccccn12)C(N)=O (stereo unspecified)	105	0.5

# Remaining list, next part
no.	compound	PV pol inh	PV pol inh FP z-score
51	Cc1ccc(S(=O)(=O)n2cc(/C=C(\C#N)C(N)=O)c3ccccc32)cc1	103	0.2
52	COc1cc(C(CC(=O)Nc2cccc(C(C)=O)c2)N2Cc3ccccc3C2=O)cc(OC)c1OC (stereo unspecified)	104	-0.5
53	COc1ccc(NC(=O)CSCc2cnn(-c3ccccc3)c2-n2cccc2)cc1	127	4.3
54	O=C(CSCc1ccccc1)Nc1ccc2c(c1)OCO2	113	1.2
55	COc1ccccc1-n1c2nc3ccccc3nc2c2c(=O)n(C3CCCC3)cnc21	100	-0.8
56	O=c1c2oc3ccccc3c2n(Cc2ccccc2Cl)c(=O)n1Cc1ccc2c(c1)OCO2	97	-2
57	COc1cccc(C(=O)N2CCN(CCc3ccncc3)CC2)c1	107	0
58	CC(=O)N1CCc2c(sc3c2c(=O)n(Cc2ccccc2)c(=O)n3Cc2cccc(Cl)c2)C1	104	0
59	O=C(COc1ccccc1)Oc1cc(-c2ccccc2)c2oc(=O)sc2c1	102	-0.3
60	CCOc1ccc(NS(=O)(=O)c2ccc(-c3cc(C)no3)s2)cc1	103	-0.9
61	COc1cc(OC)c(OC)cc1CN1CCc2nc(N3CCN(C)CC3)ncc2C1	107	0.2
62	O=C(CSc1nc2ccccc2[nH]1)N1CCCc2ccccc21	102	0
63	COc1ccc(NC(=O)c2oc3ccccc3c2NC(=O)Cc2cccs2)cc1	101	-1.1
64	Cc1ccc(-n2nc(CO)c(C(=O)NCCCc3ccccc3)n2)cc1	109	0.5
65	O=C(NCCN1CCOCC1)Nc1c[nH]c2ccccc2c1=O	103	0.3
66	Cc1ccc(OC(C)C(=O)N2CCN(CCc3ccncc3)CC2)cc1C (stereo unspecified)	105	-0.1
67	COCC(C)NC(=O)c1noc2c1CCc1cc(OC)ccc1-2 (stereo unspecified)	103	0.7
68	CCC(C(=O)N1CCN(c2cc(C)ccc2C)CC1)n1sc2ccccc2c1=O (stereo unspecified)	104	0.5
69	COc1ccc2c(c1OC)C(=O)N(c1ccc(F)cc1)C2	105	0
70	CCOC(=O)c1c(NC(=O)c2ccc(S(=O)(=O)N(CC(C)C)CC(C)C)cc2)sc2c1CCN(C(=O)OCC)C2	115	1.4
71	COc1ccc(-c2noc(N3CCC(C(=O)N(C)c4cc(Cl)ccc4OC)CC3)n2)cc1	103	-0.6
72	Cc1cc(N)n(CCC#N)n1	101	-0.6
73	CC(=O)N(c1ccc2oc(=O)sc2c1)S(=O)(=O)c1ccccc1	103	0.4
74	CCOc1ccc(CCNC(=O)Cn2nc(-c3ccc(C)cc3)ccc2=O)cc1OCC	106	-1
75	CCCn1c(=O)cc(N)n(-c2ccc(Cl)cc2)c1=O	106	0.5
76	CN1CCN(C(=S)SCC(=O)Nc2nc(=O)c3ccccc3s2)CC1	99	-1.1
77	Cc1cc(-c2onc(C)c2C(N)=O)no1	105	0.3
78	Cc1ccc(CN(C)S(=O)(=O)c2ccc(C(=O)NCC(F)(F)F)cc2)o1	105	0.2
79	Nc1nc(SCC(=O)Nc2ccc3c(c2)OCO3)n[nH]1	97	-0.6
80	CSC1=NN(C)c2cnn(C)c(=O)c2S1	106	0.2
81	CCCC(=O)CC(c1ccccc1)C1C(=O)c2ccccc2C1=O (stereo unspecified)	101	-0.1
82	COC(=O)c1c[nH]n2c(=O)c(Cc3ccc(C)cc3)c(C)nc12	101	0
83	Cc1cc(SC/C(O)=C(\C#N)c2nc3ccccc3[nH]2)nc2ccccc12	109	0.6
84	CCN(CC)c1cc2c(cc1F)c(=O)c(S(=O)(=O)c1ccc(C)cc1)cn2Cc1ccc(F)cc1	111	1
85	Cc1c(C)n(C(=O)CSc2ccc(Cl)cc2)c2ccccc12	101	-0.2
86	Cc1ccc(S(=O)(=O)CC(=O)Nc2cc(Cl)ccc2N2CCOCC2)cc1	99	-1.3
87	O=C(/C=C/NCc1ccccc1)C(F)(F)F	99	-0.1
88	CNC(=O)c1cc(S(=O)(=O)N2CCCc3ccccc32)ccc1C	108	2.7
89	CCC1(C)Cc2nc3nc(SCC(=O)c4ccccc4)n(Cc4ccccc4)c(=O)c3cc2CO1 (stereo unspecified)	104	0.6
90	CCSc1nnc(NC(=O)c2cc(=O)c3cc(C)ccc3o2)s1	106	-0.3
91	COc1cccc2cc(C(=O)Nc3ccc(C)cc3)c(=O)oc12	108	0.6
92	CCOc1ccccc1NC(=O)CN1C(=O)CC(c2ccco2)Sc2ccccc21 (stereo unspecified)	107	0.7
93	CCCCN1C(=O)C(O)(c2c(C)[nH]c3ccccc23)c2cc(Br)ccc21 (stereo unspecified)	104	0
94	O=C(NC(NC1CCCCC1)(C(F)(F)F)C(F)(F)F)c1ccccc1	105	0.1
95	O=C1NC(=O)C(=Cc2ccc(N3CCCC3)o2)C(=O)N1	126	6.3
96	CN(CC(=O)Nc1ccc(F)cc1)C(=O)Cn1nnc(-c2ccccc2)n1	102	0
97	O=c1c(-c2cc(-c3ccc(Cl)cc3)nc3c2COc2ccccc2-3)coc2ccccc12	105	0
98	CCCN(C(=O)Cn1ncc2c([nH]c3ccc(C)cc32)c1=O)c1ccccc1C	102	-0.2
99	CN1CCC(=NNC(=O)c2ccc(CN(c3ccccc3)S(C)(=O)=O)cc2)CC1	101	-0.2
100	Cc1ccc(OCC(=O)Nc2nnc(S(=O)(=O)N3c4ccccc4CC3C)s2)cc1 (stereo unspecified)	112	1

# Of the compounds above, three contain a tert-butyl group:
no.	compound	PV pol inh	PV pol inh FP z-score
10	CC(C)(C)n1ncc2c(=O)n(CC(=O)OCc3ccccc3)cnc21	105	1.2
22	CC(C)(C)OC(=O)N1CCC(c2c(C(=O)NCc3ccco3)cnn2-c2ccc(F)cc2F)CC1	108	0.3
37	CCN(CC)CCn1c(=N)n(Cc2ccc(C(C)(C)C)cc2)c2ccccc21	99	-0.4

# A draw from above in order of molecular weight, rising:
no.	compound	PV pol inh	PV pol inh FP z-score
80	CSC1=NN(C)c2cnn(C)c(=O)c2S1	106	0.2
85	Cc1c(C)n(C(=O)CSc2ccc(Cl)cc2)c2ccccc12	101	-0.2
98	CCCN(C(=O)Cn1ncc2c([nH]c3ccc(C)cc32)c1=O)c1ccccc1C	102	-0.2
78	Cc1ccc(CN(C)S(=O)(=O)c2ccc(C(=O)NCC(F)(F)F)cc2)o1	105	0.2
99	CN1CCC(=NNC(=O)c2ccc(CN(c3ccccc3)S(C)(=O)=O)cc2)CC1	101	-0.2

# Next part.
no.	compound	PV pol inh	PV pol inh FP z-score
101	CCc1cc(C(=O)O)c(NC(=O)c2ccc(Br)cc2)s1	101	-0.4
102	COc1cc(C(=O)Nc2nnc(S(=O)(=O)N(C)c3ccccc3)s2)cc(OC)c1OC	110	0.4
103	O=C(Cc1cccc2ccccc12)NCc1ccc(F)cc1	99	-1.5
104	COc1ccc(S(=O)(=O)Nc2ccc(F)cc2C)cc1OC	102	0.1
105	Cc1nc2ccccc2nc1C(=O)NCCCN1CCN(c2ccccc2)CC1	99	-0.4
106	CN(C)c1ccc(C(=O)OCC(=O)c2cccc(Cl)c2)cc1	103	0.5
107	COC(=O)Cc1c(C)c2cc3c(c(C)c2oc1=O)OCN(CCc1ccc(OC)cc1)C3	106	-0.1
108	COC(=O)c1cc(CSc2nc3ccccc3c(=O)n2C)oc1C	100	-0.8
109	C[N+](C)(C)CC(O)COc1ccccc1 (stereo unspecified)	102	0.1
110	Cc1nc2ccc(S(=O)(=O)N(C)CC(=O)Nc3ccc(Br)c(C)c3)cc2s1	109	0.7
111	CN1/C(=C\C(=O)Nc2cccnc2)c2ccccc2CC1(C)C	102	0.2
112	Fc1cc(F)c2ncc3c(-c4ccccc4)nn(-c4cccc(Cl)c4)c3c2c1	105	-1.1
113	COc1ccc(-n2nc(C(=O)Nc3ccc(C)cn3)c3c4ccccc4n(C)c3c2=O)cc1Cl	106	0.4
114	O=C1/C(=N\O)CC(OC(=O)c2ccccc2)C/C1=N/O (stereo unspecified)	102	1
115	Cc1cc(Oc2nc3cc(Cl)ccc3s2)c2cc(Cl)ccc2n1	110	0.8
116	CCOC(=O)c1cnc(N2CCCCC2)[nH]c1=O	99	-1.2
117	CCOC(=O)NC(=S)Nc1ccc(F)cc1	100	-0.5
118	Cc1cc(N)c(N)cc1C	100	0
119	N#Cc1cccc(NC(=O)CSc2ccccc2)c1	101	0.2
120	CC12CCC(c3nnc(SCC(=O)Nc4cccc(C(F)(F)F)c4)nc31)C2(C)C (stereo unspecified)	99	-0.2
121	CCOC(=O)c1cnc2c(C)cc(Cl)cc2c1NCCc1ccc(OC)c(OC)c1	104	-0.4
122	COc1cc(OC)c(NC(=O)c2cnn(-c3ccccc3)c2-n2cccc2)cc1Cl	104	-0.5
123	COc1ccc(CC(=O)NC2CC(=O)N(c3cccc(F)c3)C2)cc1 (stereo unspecified)	102	-1
124	COc1ccc(-n2nc3cc(C)c(NC(=O)c4ccc5c(c4)OCO5)cc3n2)cc1	103	0.5
125	CC(=O)Nc1ccc(NC(C)=O)c(C(F)(F)F)c1	98	-0.8

# The list is partial, so the mix of outcomes need not match the whole.
